Compound activity: PubChem, National Center for Advancing Translational Sciences (NCATS)
Vif-A3F inh: blocks the Vif interaction with APOBEC3F; HeLa A3F-eYFP + Vif (tagged APOBEC3F with the HIV-1 protein that degrades it), YFP fluorescence increase; Potency, µM (highest dose often 46.1 µM), for inactives: top-dose activity, negative = active; hit rate 0.2% among 390,000; AID 602313; also: potency is read from the fitted curve at half-maximal effect; % of control where 0% means no effect; nearly all actives have a fitted effect of over 65% in size
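HeLa cells stably expressing A3F-eYFP plus Vif, plated and incubated overnight at 37 deg C, then exposed to compounds overnight at 37 deg C. Blocked degradation read as raised yellow fluorescence (Ex 488/Em 500-530).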
GRP78 ERSR act: ER stress response induction in glioma; U87-MG GRP78 promoter luciferase reporter, 16 h; Potency, µM, for the others: at the top dose activation, actives largely listed as activators; hit rate 0.02% among 420,000; also: potency is read from the fitted curve at half-maximal effect; series mostly up to about 76 µM; % of control where 0% means no effect; nearly all actives have a fitted effect of over 35% in size
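ERSR induction read as luciferase luminescence (Bright-Glo, 10 min at room temperature) in stably transfected human U87-MG glioma cells exposed to compounds for 16 h, using GRP78 as sensor.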
USP1 inh: USP1/UAF1 (human) deubiquitinase inhibition; recombinant USP1/UAF1, Ub-Rhodamine cleavage fluorescence; Potency, µM (series often up to 57.1 µM), for inactives: at the top dose activity change, negative = inhibition, hits mostly inhibitors; hit rate 0.23% among 390,000; AID 743255; also: potency is read from the fitted curve at half-maximal effect; % is scaled to controls: 0 for no effect and ±100 for the full control effect; nearly all actives have a fitted effect of over 60% in size; inactives centre near -12
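High-throughput fluorogenic screen: 1nM USP1/UAF1 complex, Ub-Rho substrate 150nM final, 50mM HEPES pH 7.8 with 0.5mM EDTA, 0.1 mg/ml BSA, 1mM TCEP and 0.01% Tween-20.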
Vif-APOBEC3G blk: inhibitors of Vif-APOBEC3G interaction; Q9HC16; Potency, µM (doses to about 46.1 µM), for inactives: at the top dose activity, negative = active, most hits filed as inhibitors; hit rate 0.076% among 410,000; HeLa A3G-eYFP + Vif (tagged APOBEC3G with the HIV-1 protein that degrades it), YFP fluorescence, overnight;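 also: potency is read from the fitted curve at half-maximal effect; % is scaled to controls: 0 for no effect and ±100 for the full control effect; nearly all actives have a fitted effect of over 60% in size; hits raise eYFP signal because A3G escapes Vif-driven loss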
Target sequence (Q9HC16 whole entry, looked up): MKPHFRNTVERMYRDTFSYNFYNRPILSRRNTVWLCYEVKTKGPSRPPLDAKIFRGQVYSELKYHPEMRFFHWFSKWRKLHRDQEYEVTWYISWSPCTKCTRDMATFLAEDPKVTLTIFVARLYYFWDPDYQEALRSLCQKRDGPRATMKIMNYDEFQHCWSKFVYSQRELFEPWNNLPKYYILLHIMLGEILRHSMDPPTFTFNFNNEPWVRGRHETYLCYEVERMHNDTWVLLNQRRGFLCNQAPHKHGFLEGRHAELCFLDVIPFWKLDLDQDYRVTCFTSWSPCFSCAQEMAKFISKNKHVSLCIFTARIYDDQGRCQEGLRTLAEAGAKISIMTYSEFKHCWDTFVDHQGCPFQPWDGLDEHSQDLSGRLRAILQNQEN
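Read-out is eYFP fluorescence (Ex 488/Em 500-530) from Vif-expressing HeLa A3G-eYFP cells; more signal means A3G escaped Vif-mediated degradation. Cells plated overnight, compound pinned in, incubated overnight at 37 deg C.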
IDH1 R132H inh: blocks human mutant IDH1 R132H enzyme. Potency, µM (series often up to 76.6 µM), for inactives: at the highest dose activity change, negative = inhibition, usual class: inhibitors. IDH1-R132H enzyme, NADPH consumption, diaphorase/resazurin fluorescence. O75874. hit rate 0.093% among 390,000; also: potency is read from the fitted curve at half-maximal effect; % is scaled to controls: 0 for no effect and ±100 for the full control effect; nearly all actives have a fitted effect of over 65% in size
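IDH1-R132H (0.5 ug/mL) preincubated 30 min with compound, then NADPH (0.016 mM) and alpha-KG (2 mM) added; 80 min at RT, pH 7.5. Remaining NADPH coupled via diaphorase/resazurin to fluorescence (540/590 nm); concentration-response curves normalized to no-enzyme control.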
LDHA block: inhibitors of human lactate dehydrogenase A. P00338. activity change, % (values are at about 110 or 230 µM). purified LDHA, NADH/diaphorase-resazurin fluorescence; hits give low values. hit rate 0.15% among 480,000; in the data active = activity change below about -30%; inconclusive = mostly about -25% to -30%;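 also: plate controls were DMSO wells for no effect and wells without enzyme for full effect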
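Enzyme activity of human lactate dehydrogenase 5 (2 nM; 0.06 mM NADH, 0.2 mM pyruvate, 5 min, RT) is measured via a resazurin/diaphorase fluorescence readout of residual NADH.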
TrxR1 substrate: substrates of rat thioredoxin reductase 1; purified TrxR1 substrate turnover, NADPH consumption readout; AID 588456; hit rate 0.01% among 390,000; Potency, µM (titrated, usually from 114 µM), inactives show at the top dose activity change, negative = substrate turnover; O89049; also: potency is read from the fitted curve at half-maximal effect; % is scaled to controls: 0 for no effect and ±100 for the full control effect; nearly all actives have a fitted effect of over 50% in size
Target sequence (O89049 whole entry, looked up): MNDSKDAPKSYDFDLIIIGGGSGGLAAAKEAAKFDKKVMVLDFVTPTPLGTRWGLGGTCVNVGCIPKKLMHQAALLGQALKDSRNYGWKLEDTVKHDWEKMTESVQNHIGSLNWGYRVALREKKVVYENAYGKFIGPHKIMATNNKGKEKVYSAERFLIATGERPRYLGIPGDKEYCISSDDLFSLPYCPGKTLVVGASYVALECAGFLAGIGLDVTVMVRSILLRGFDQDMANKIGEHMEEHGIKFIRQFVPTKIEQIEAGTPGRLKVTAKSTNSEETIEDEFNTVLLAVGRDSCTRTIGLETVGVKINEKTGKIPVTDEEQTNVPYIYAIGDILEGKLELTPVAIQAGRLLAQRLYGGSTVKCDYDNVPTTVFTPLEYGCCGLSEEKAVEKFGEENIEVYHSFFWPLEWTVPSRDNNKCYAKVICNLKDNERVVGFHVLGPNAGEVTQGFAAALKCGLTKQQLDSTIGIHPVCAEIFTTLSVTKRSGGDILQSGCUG
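Rat TrxR1, dispensed at 90 nM, was prereduced with 400 uM NADPH (final) for 5 min at ~22 deg C, then incubated with compound 15 min before 400 uM selenite. A first-read NADPH fluorescence drop versus no-compound background flagged substrates.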
RGS4 inhibitor: blocks human RGS4-accelerated GTP hydrolysis | Potency, µM (top dose mostly 114 µM), without a hit: top-dose activity change, negative = inhibition, usual class: inhibitors | P49798 | hit rate 0.039% among 390,000 | Transcreener GDP fluorescence polarization, RGS4-accelerated GTP hydrolysis; also: potency is read from the fitted curve at half-maximal effect; % is scaled to controls: 0 for no effect and ±100 for the full control effect; nearly all actives have a fitted effect of over 75% in size; some results filed as inactive show a strong effect at the top dose
Target sequence (P49798 whole entry, looked up): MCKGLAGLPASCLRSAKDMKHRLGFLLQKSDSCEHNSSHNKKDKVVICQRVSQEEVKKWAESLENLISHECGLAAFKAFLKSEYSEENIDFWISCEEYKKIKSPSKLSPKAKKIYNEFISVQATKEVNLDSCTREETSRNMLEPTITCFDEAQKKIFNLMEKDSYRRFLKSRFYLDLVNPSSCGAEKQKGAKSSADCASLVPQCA
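MLSMR compounds (23 nl, pin-transferred) preincubated 10 min at room temperature with a 500nM (2x) first reagent, then RGS4 at 900nM (2x) plus Transcreener GDP mix added; fluorescence polarization (620/688 nm) read before and after 90 min at 30 °C.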
TrxR1 inh: blocks rat thioredoxin reductase 1. hit rate 1% among 390,000. AID 588453. Potency, µM (highest dose often 114 µM), without a hit: top-dose activity change, negative = inhibition, most hits filed as inhibitors. recombinant rTrxR1, NADPH fluorescence consumption, selenite substrate; also: potency is read from the fitted curve at half-maximal effect; % is scaled to controls: 0 for no effect and ±100 for the full control effect; nearly all actives have a fitted effect of over 65% in size
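Rat TrxR1 (90 nM in the dispensed reagent) was pre-reduced with 400 uM NADPH for 5 min at room temperature, then incubated with compound for 15 min. After 400 uM selenite was added, NADPH fluorescence (Ex 340/Em 450 nm) was followed for 8 min.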
Starred values were filed as active, the others as inactive; u = inconclusive; [ ] = remark or other dose. Unless noted, calls follow the shape of the dose curve; as a rule, active = well fitted curve in the direction sought with a large enough effect; inconclusive = small, poorly fitted or top-dose-only effect, or another doubt; inactive = no such curve, though single readings can be large; an effect the other way counts as inactive or inconclusive. Some of the compounds tested; rates above refer to the full screens.

no. | SMILES | Vif-A3F inh | IDH1 R132H inh | Vif-APOBEC3G blk | RGS4 inhibitor | TrxR1 inh | LDHA block | TrxR1 substrate | USP1 inh | GRP78 ERSR act
1 | CC1(NC(=O)Nc2cccc(Br)c2)CCS(=O)(=O)C1 (stereo not drawn) | 1.7% | 3.2% | 1.7% | -19.9% | -6.6% | -5.7 | -5.2% | -17.4% | -6.2%
2 | N#Cc1ccc(N2CCN(C(=O)c3cccs3)CC2)c(F)c1 | 1.1% | 0.0% | 0.0% | -12.3% | 11.3%[57.1 µM] | -9.8 | 7.8%[57.1 µM] | -20.5% | -2.7%
3 | CNc1oc(-c2ccc(COc3ccc(C)cc3)o2)nc1C#N | 0.3% | -18.4% | 2.8% | -7.2% | 16.4% | -3.7 | 10.9% | u | -4.0%
4 | Cc1cccc(NC(=O)CNC(=O)COc2ccc(C(=O)c3ccc(F)cc3)cc2)c1C | -1.7% | 4.1% | -10.9% | -14.9% | 6.2% | -13.6 | 1.2% | -15.9% | -1.8%
5 | O=C(CCN1CCOCC1)NNC(=O)c1ccc(Cl)c([N+](=O)[O-])c1 | 7.1% | 0.0% | 5.5% | -4.0% | 1.9%[57.1 µM] | -8.4 | 5.1%[57.1 µM] | -14.8% | -2.4%
6 | CC(C)OC(=O)c1c(NC(=O)Cn2cnc([N+](=O)[O-])n2)sc2c1CCCC2 | 1.3% | 3.0% | 0.8% | -39.7% | -28.3% | 3.1 | -19.1% | -19.1% | -4.7%
7 | Cc1ccc(-n2nc(C(=O)c3ccccc3)n3c(=O)c(Cc4ccccc4)nnc23)cc1 | -8.2% | 1.2% | -9.3% | -20.0% | -4.6% | -2.5 | -9.4% | -20.9% | -3.3%
8 | CCOc1ccc(OCC(=O)Nc2ccccc2N2CCCC2)cc1 | 2.9% | 3.1% | u | 11.1% | 12.7% | -3.4 | 0.3% | -25.9% | -3.1%
9 | O=C1CN(S(=O)(=O)c2ccccc2)CC(=O)N1CCc1ccccc1 | -1.1% | 6.0% | 0.3% | -26.5% | 6.4% | -8.1 | -0.9% | -14.1% | -2.0%
10 | Fc1cccc(C2CC(c3cccc(Br)c3)Nc3nnnn32)c1 (stereo not drawn) | -0.7% | 11.0% | 5.4% | 1.4% | 10.3% | -5.8 | -3.8% | -2.5% | -4.1%
11 | CC(=O)Nc1ccc(C(=O)CN2C(=O)NC3(CCCCCC3)C2=O)c(F)c1 | 3.5% | 0.2% | -1.6% | -32.5% | 11.6% | 0.7 | 1.7%[57.1 µM] | -11.9% | -6.6%
12 | CN(CCOc1ccc(Br)cc1)CC(O)COc1ccc(C#N)cc1 (stereo not drawn) | 0.8% | 1.7% | -0.5% | -21.0% | 8.5% | 0.5 | 3.3% | -9.9% | -6.6%
13 | O=C(Cc1ccc(S(=O)(=O)N2CCCC2)s1)Nc1nc2c(s1)CCCC2 | 0.1% | -2.8% | 2.7% | -10.5% | -21.1% | -3.6 | 0.7% | -24.8% | -4.4%
14 | Cc1ccc(-c2cnc(N)n2C)cc1C | 2.5% | -0.3% | -2.4% | -20.9% | -13.9% | 1.1 | -6.2% | -17.1% | 0.0%
15 | O=C(CSc1ccccc1)N1CCCC(N2CCN(c3ccc(F)cc3)CC2)C1 (stereo not drawn) | -8.5% | 2.5% | 1.6% | 0.0% | -2.8% | 1.2 | -5.6% | -8.5% | -2.9%
16 | O=C(Cc1cccs1)N(c1ccc(Cl)cc1)C1C=CS(=O)(=O)C1 (stereo not drawn) | -2.0% | -5.3% | 0.6% | 14.4% | u | -7.7 | 10.4% | -13.7% | -2.0%
17 | CC(=O)c1nn(-c2ccc(OC(F)(F)F)cc2)nc1Nc1ccc(Cl)cc1 | -4.0% | 34.9%[activator] | 1.7% | 2.7% | 10.1% | -10.4 | -2.9% | -2.7% | -0.5%
18 | CC1=C(C(=O)OCc2ccccc2)C(c2cccc(Cl)c2Cl)NC(=O)N1CCCCCC(=O)O (stereo not drawn) | -0.2% | 3.9% | -2.9% | 4.5% | 15.1% | -5.1 | 3.8% | -28.9% | 3.0%
19 | Cc1[nH]c(=O)[nH]c(=O)c1S(=O)(=O)Nc1ccc(Oc2ccccc2)cc1 | 5.1% | -5.0% | -0.7% | -5.0%[11.4 µM] | 8.5%[57.1 µM] | -8.8 | 1.7%[57.1 µM] | 2.8% | -3.6%
20 | O=C(NC1CCCCC1)C1CC(O)CN1C(=O)OCc1ccccc1 (stereo not drawn) | 1.0% | -2.9% | -0.7% | -8.9% | 8.4% | -7.7 | 0.1% | -7.1% | -0.1%
21 | O=C(O)CNC(=S)N(Cc1ccccc1Cl)C1CCCC1 | 2.6% | 0.1% | -1.0% | 1.4% | 3.5%[11.4 µM] | 0.9 | -0.1%[11.4 µM] | -20.1% | -5.4%
22 | COc1ccc(C2CC(c3cccc(Cl)c3)n3nc(N)nc3N2)cc1 (stereo not drawn) | 1.8% | 15.0% | -6.4% | -26.2% | 2.0%[57.1 µM] | 3.4 | 1.4%[57.1 µM] | -9.5% | -5.5%
23 | CCCc1noc2c1/C(=N\O)CC(c1ccccc1)C2 (stereo not drawn) | 0.8% | 1.0% | -9.2% | 10.3% | -6.3% | -1.2 | -8.8% | -20.0% | -0.6%
24 | O=C(COC(=O)c1ccc(S(=O)(=O)N2CCOCC2)cc1)NC1CCCCCCC1 | 0.0% | -12.4% | -5.7% | -4.7% | 16.5% | 1.0 | 2.9% | -18.2% | -3.2%
25 | CCOC(=O)c1c(C)oc2nc(C)nc(NCCc3ccc(C)cc3)c12 | -1.4% | -2.0% | 2.4% | 22.7% | 10.5% | -18.6 | -7.6% | -1.3% | -5.7%
26 | COc1ccccc1C(=O)N1CC(=O)Nc2ccc(F)cc2C1c1ccccc1 (stereo not drawn) | -9.5% | -3.3% | -1.2% | 26.5% | -25.4%[57.1 µM] | -2.2 | -0.9%[57.1 µM] | 1.4% | -6.0%
27 | COc1ccc(N(CC(=O)Nc2cccnc2)S(=O)(=O)c2ccc(C)cc2)cc1Cl | -4.8% | -1.6% | -8.0% | 0.7% | 13.6%[57.1 µM] | -6.1 | 5.9%[57.1 µM] | -7.4% | 5.7%
28 | CCCCNC(=O)C1Cc2cc(S(=O)(=O)N3CCCCC3)ccc2N1C(C)=O (stereo not drawn) | -19.4% | -2.6% | 5.7% | -0.3%[56.9 µM] | 23.0%[57.1 µM] | -4.6 | 5.4%[57.1 µM] | -8.7% | 0.8%
29 | COc1ccc(-c2nnn(CC(=O)N(CC(=O)NC3CCCC3)Cc3cccs3)n2)cc1OC | u | 6.7% | 1.0% | -12.5% | 8.8% | -3.1 | -1.3% | 1.4% | 0.0%
30 | CN(C)S(=O)(=O)c1ccc(C(=O)NCC(=O)N/N=C/c2ccccc2Cl)cc1 | 3.5% | 20.6% | 0.6% | -4.6% | -1.5% | -6.0 | -2.9% | 0.5% | -3.8%
31 | CC1CN(CCOc2ccc([N+](=O)[O-])cc2)CC(C)O1 (stereo not drawn) | -16.6% | -2.0% | 1.1% | -0.1% | -5.3% | -21.9 | -9.3% | -19.3% | -2.7%
32 | Cc1nonc1C1CCCN1Cc1nc(-c2ccc(F)cc2F)oc1C (stereo not drawn) | 0.5% | 1.2% | -7.7% | -10.5% | -11.2% | -0.7 | 2.2% | -12.9% | -3.6%
33 | Cc1ccc(NC(=O)c2cccc(N3CCCS3(=O)=O)c2)cc1C | -1.7% | 19.5% | 2.1% | -2.8% | 10.1%[57.1 µM] | 2.1 | 2.7%[57.1 µM] | -33.9% | 2.1%
34 | COc1ccc(C2C(C(N)=O)=C(C)Nc3nc(CCCO)nn32)c(OC)c1 (stereo not drawn) | -2.8% | -5.5% | 2.6% | -6.6% | 22.2% | 0.2 | 1.4% | -17.5% | 1.6%
35 | Cc1ccc(Nc2c(-c3ccncc3)nc3ccc(C)cn23)cc1 | -6.2% | -10.2% | -22.6% | -5.6% | 8.8% | 0.7 | 5.2% | -9.5% | -3.1%
36 | COc1ccc(OCc2cc(/C=N\NC(=O)c3ccccc3)ccc2OC)cc1 | -10.7% | 5.6% | u | -34.0% | 14.1% | -0.7 | -3.2% | -19.6% | -7.1%

Random excerpt: four entries already listed.
no. | SMILES | Vif-A3F inh | IDH1 R132H inh | Vif-APOBEC3G blk | RGS4 inhibitor | TrxR1 inh | LDHA block | TrxR1 substrate | USP1 inh | GRP78 ERSR act
33 | Cc1ccc(NC(=O)c2cccc(N3CCCS3(=O)=O)c2)cc1C | -1.7% | 19.5% | 2.1% | -2.8% | 10.1%[57.1 µM] | 2.1 | 2.7%[57.1 µM] | -33.9% | 2.1%
34 | COc1ccc(C2C(C(N)=O)=C(C)Nc3nc(CCCO)nn32)c(OC)c1 (stereo not drawn) | -2.8% | -5.5% | 2.6% | -6.6% | 22.2% | 0.2 | 1.4% | -17.5% | 1.6%
35 | Cc1ccc(Nc2c(-c3ccncc3)nc3ccc(C)cn23)cc1 | -6.2% | -10.2% | -22.6% | -5.6% | 8.8% | 0.7 | 5.2% | -9.5% | -3.1%
36 | COc1ccc(OCc2cc(/C=N\NC(=O)c3ccccc3)ccc2OC)cc1 | -10.7% | 5.6% | u | -34.0% | 14.1% | -0.7 | -3.2% | -19.6% | -7.1%
